Assay outcomes from PubChem BioAssay.
HTR5A ag ctr: HTR5A agonists in luminescence cell assay, primary screen, counter-screen for OPRM1-OPRD1 heterodimer agonist project, full-deck HTS. cell-based. activation, % at 9.3 µM. 5-hydroxytryptamine receptor 5A (Homo sapiens), P47898. AID 504692, 2011. hit rate 0.61% among 340,000; in the data active = activation mostly above about 9.5%, no sharp cut-off; inactive = mostly below about 7.6%;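 note: 0% = cells with vehicle only and 100% = reference agonist; strong numbers were not always called active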
AddAB inh: growth inhibition of E. coli expressing H. pylori AddAB, primary screen, AddAB inhibitor project, absorbance; hit rate 0.29% among 330,000; AID 435030, 2010; inhibition, % at 11.9 µM; in the data active = inhibition above about 12%;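 note: 0% = vehicle wells of infected cells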
HTR5A inv ctr: HTR5A inverse agonists in luminescence cell assay, primary screen, counter-screen for OPRM1-OPRD1 heterodimer inverse agonist project, full-deck HTS; 5-hydroxytryptamine receptor 5A (Homo sapiens), P47898; HTR5A cell line, inverse agonism; inhibition, % at 9.3 µM; hit rate 0.083% among 340,000; AID 504634, 2011; in the data active = inhibition mostly above about 23%, no sharp cut-off; inactive = mostly below about 18%;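 note: 0% = cells with DMSO and 100% = no-cell wells with DMSO; some compounds called inactive have numbers as strong as hits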
Mot1-301 SUMO: yeast Mot1-301 growth rescue at high temperature, primary screen, SUMOylation pathway inhibitor project, S. cerevisiae, ATP luminescence, 38.5C | S. cerevisiae Mot1-301 growth rescue; percent above DMSO median, 100 means doubled | growth rescue, % at 18.8 µM | hit rate 1% among 320,000;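 active = every valid replicate shows activation above 250% relative to neutral control wells; inactive = the rest, any valid replicate at or below 250%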;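 note: OY570 slx delta 5 strain wells were the positive control but not used for scaling; some compounds called inactive have numbers as strong as hits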
PfHsp90 yeast 2: growth inhibition of PfHsp90-expressing yeast, primary screen, antimalarial PfHsp90 inhibitor project, S. cerevisiae, BacTiter-Glo luminescence, single point, set 2; hit rate 0.32% among 310,000; BacTiter-Glo ATP, 48 h; yeast lacking PDR1 and PDR3 efflux regulators; AID 504621, 2011; inhibition, % at 9.4 µM;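 active = every replicate shows inhibition above about 80%, whatever the replicate mean, limit read from the data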;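 note: 0% = DMSO neutral controls and 100% = 20 µM radicicol positive controls; yeast relying on Plasmodium falciparum Hsp90 in place of its own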
DSG3 Ab inh: inhibitors of pemphigus antibody binding to DSG3, primary screen, biochemical, bead-based, flow cytometry, scFv-GFP | Desmoglein-3 (Homo sapiens), P32926 | DSG3-coupled beads, scFv-anti-DSG3-GFP binding; hits give low values | binding (percent of control), % at 10 µM | hit rate 0.48% among 310,000;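 active = binding more than 3 SD below its plate's average and above zero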;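 note: hits lower antibody fragment binding to DSG3; some compounds called inactive have numbers as strong as hits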
Target sequence (P32926 whole entry, looked up, the tested form may be a part): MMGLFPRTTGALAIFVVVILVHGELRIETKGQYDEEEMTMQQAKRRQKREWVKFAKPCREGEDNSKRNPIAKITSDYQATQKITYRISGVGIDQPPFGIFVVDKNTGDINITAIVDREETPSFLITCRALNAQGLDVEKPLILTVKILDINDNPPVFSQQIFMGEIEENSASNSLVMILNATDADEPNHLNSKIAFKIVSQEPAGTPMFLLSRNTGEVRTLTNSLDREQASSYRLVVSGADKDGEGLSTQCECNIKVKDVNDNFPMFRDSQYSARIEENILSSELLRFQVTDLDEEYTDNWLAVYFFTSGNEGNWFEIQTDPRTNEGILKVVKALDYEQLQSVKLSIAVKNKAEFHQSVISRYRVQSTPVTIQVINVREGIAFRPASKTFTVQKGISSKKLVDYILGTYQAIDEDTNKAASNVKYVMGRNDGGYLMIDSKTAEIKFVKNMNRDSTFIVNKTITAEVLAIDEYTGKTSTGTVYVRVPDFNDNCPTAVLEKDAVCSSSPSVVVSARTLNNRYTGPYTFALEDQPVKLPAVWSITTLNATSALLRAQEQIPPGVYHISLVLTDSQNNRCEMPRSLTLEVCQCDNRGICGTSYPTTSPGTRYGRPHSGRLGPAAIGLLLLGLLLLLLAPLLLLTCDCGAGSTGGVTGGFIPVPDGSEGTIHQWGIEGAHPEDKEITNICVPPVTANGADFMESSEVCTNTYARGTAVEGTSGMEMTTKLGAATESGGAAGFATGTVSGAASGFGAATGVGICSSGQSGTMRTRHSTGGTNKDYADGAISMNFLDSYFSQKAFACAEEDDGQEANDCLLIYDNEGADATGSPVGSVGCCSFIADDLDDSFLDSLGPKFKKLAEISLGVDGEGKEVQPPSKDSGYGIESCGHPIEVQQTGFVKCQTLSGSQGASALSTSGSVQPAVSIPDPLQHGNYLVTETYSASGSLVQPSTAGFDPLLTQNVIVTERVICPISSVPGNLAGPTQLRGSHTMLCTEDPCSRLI
E coli growth: E. coli V3065 growth inhibition, primary screen, counter-screen for AddAB inhibitor project, absorbance, OD600; 18 h; inhibition, % at 11.9 µM; hit rate 0.27% among 330,000; AID 449728, 2010;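 active = inhibition above the campaign's mean inhibition across all tested compounds plus 3 SD, cut at about 9.9% in these data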;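 note: uninfected addAB+ strain grown without phage in ampicillin broth; 0% = DMSO wells and 100% = ciprofloxacin 0.95 µg/ml wells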
PKA-R1A act: activators of PKA-R1A holoenzyme, primary screen, biochemical, fluorescence polarization, Cy5-IP20, bovine R1A, mouse PKAc. cAMP-dependent protein kinase type I-alpha regulatory subunit (Bos taurus) + …. activation, % at 11.4 µM. hit rate 0.083% among 340,000. AID 504707, 2011. PKA-R1A dissociation; scaled: DMSO 0%, 113 µM cGMP 100%;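 active = percent activation above the mean of all tested compounds plus 3 SD, cut at about 19% in these data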;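 note: higher means more PKAc released from R1A so a rise in polarization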
OPRM1-OPRD1 inv: inverse agonists of MOR-DOR heterodimerization, primary screen, cell-based, luminescence | inhibition, % at 9.3 µM | Mu-type opioid receptor (Homo sapiens) + Delta-type opioid receptor (Homo sapiens), … | cell-based MOR-DOR heterodimer luminescence, inverse agonism | hit rate 0.21% among 340,000; in the data active = inhibition above about 22%, passing the limit was not always enough;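 note: 0% = cells with DMSO and 100% = wells without cells with DMSO; values of inactives mirror those of a sister screen read the other way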
MOR-DOR ag: agonists of OPRM1-OPRD1 heterodimerization, primary screen, cell-based, luminescence | Mu-type opioid receptor (Homo sapiens) + Delta-type opioid receptor (Homo sapiens), … | cells | activation, % at 9.3 µM | hit rate 0.3% among 340,000; in the data active = activation above about 18%;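 note: 0% = vehicle-treated cells and 100% = reference agonist; values of inactives mirror those of a sister screen read the other way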
phage Ecoli inh: growth loss of phage-infected E. coli, primary screen, RecBCD inhibitor project, absorbance, with phage, HTS | inhibition, % at 11.9 µM | hit rate 0.26% among 360,000; in the data active = inhibition above about 11%
* marks the source's active call; other numbers are inactive results; · = no result given.

Compound,HTR5A ag ctr,AddAB inh,HTR5A inv ctr,Mot1-301 SUMO,PfHsp90 yeast 2,DSG3 Ab inh,E coli growth,PKA-R1A act,OPRM1-OPRD1 inv,MOR-DOR ag,phage Ecoli inh
Cc1nn(C)c(C)c1CN(C)C(=O)CCCC(=O)O,-1,-0.1,20,10,-1,99,-1.4,-12,12,-2.3,1.6
Cc1ccc(Cn2cc(-c3ccccc3)nn2)cc1,8,2.3,-23,-7,-32,95,0.5,-4,9,-1.5,3.2
O=C1NC(=S)S/C1=C/c1ccc(N2CCOCC2)o1,-1,1.6,26,-7,7,119,-2.1,1,-9,1.7,·
CC(C)c1ccc(C(=O)Nc2nnc(S(=O)(=O)N3CCCCC3)s2)cc1,0,5.2,0,-9,-3,101,1.9,-1,11,-2.1,1.3
O=C(NCCCCc1ccccc1)c1ccccc1Br,·,-1.9,·,-1,·,100,-0.6,·,·,·,1.9
CCOC(=O)Cn1c(=NC(=O)C(C)C)sc2c(C)cc(C)cc21,2,3.7,-24,14,14,92,-0.3,7,-11,2.2,3.0
Cc1ccc(CNC(=O)C2CCC(CNc3nc(=S)[nH]c4ccccc34)CC2)cc1 (stereo not given),-1,6.0,2,122,-76,113,0.1,1,-19,3.8,0.2
Nc1c(Br)c(=O)[nH]c(=O)n1-c1ccc(F)cc1,0,2.0,1,-9,-3,92,1.8,6,16,-2.8,-1.3
CC(C)Cn1nc(NS(=O)(=O)c2cccc3nonc23)c2cc3ccccc3nc21,-7,5.5,7,0,-14,104,1.7,9,19,-3.7,0.3
COc1ccc(CNC(=O)COc2cc3c(c4oc(=O)cc(C)c24)CCC(C)(C)O3)cc1,-1,2.5,2,-8,-15,101,-1.2,-6,8,-1.6,2.6
O=C1CCC([N+](=O)[O-])C(C2CC=CCC2)N1 (stereo not given),1,5.5,-8,178,4,102,0.2,13,-3,0.6,-1.1
COc1ccc(C)cc1S(=O)(=O)N(CC(=O)Nc1ccc2c(c1)OCCO2)Cc1ccccc1,1,1.8,-5,-15,6,99,0.2,4,1,-0.2,·
Cc1ccc(CO/N=C/C2=C(Cl)c3ccccc3CC2)cc1,5,2.5,7,-12,18,129,-1.6,-11,-2,0.4,2.9
Cc1ccc(C(=O)N2CCCCCC2)cc1S(=O)(=O)Nc1ccccc1,2,·,-6,-13,4,124,·,-4,8,-1.4,0.5
O=C(CN1CCC(NC(=O)C2CC2)CC1)Nc1cccc(F)c1,-7,1.0,16,-12,-14,97,1.4,-13,7,-1.3,2.6
CC1CCC(n2c(=S)[nH]c3ccccc3c2=O)CC1 (stereo not given),2,-3.7,-21,-2,-8,101,-2.0,-6,3,-0.4,3.5
COc1ccc(C(=O)N2CCN(Cc3nc(CC4CC4)no3)CC2)cc1,-3,0.3,8,·,18,98,0.8,-13,20,-4.2,2.1
Cc1ccc(NC(=O)CS(=O)CC(=O)N(C2CCCC2)C(C)C(=O)NC2CCCCC2)cc1 (stereo not given),-1,-0.8,2,-21,-1,121,2.9,9,4,-0.9,0.0
CCC(=O)NC1(C(F)(F)F)C(=O)NC(C)=C1C#N (stereo not given),7,3.0,5,3,5,99,-0.6,1,3,-0.5,2.2
CCCCOc1ccc(N(CC(=O)NC(C)C)C(=O)CCC(=O)Nc2ccccn2)cc1,-1,1.4,3,11,-2,99,-1.8,7,10,-1.7,3.1
O=C(NC12CC3CC(CC(C3)C1)C2)C1=COCCO1,-3,1.0,-16,·,2,102,2.5,9,9,-1.6,3.5
O=C(c1cc(F)c(F)cc1Cl)N1CCN(c2ccc([N+](=O)[O-])c3ncccc23)CC1,1,-2.4,-2,-20,-31,101,-2.1,-14,2,-0.3,2.4
CN(C)C(CNC(=O)C1CCN(S(=O)(=O)c2cccc(C(F)(F)F)c2)CC1)c1ccccc1 (stereo not given),0,1.5,0,5,18,108,2.0,-6,-119,22*,1.8
Cc1cccc(Cn2nc(C(C)(C)C)cc2C(=O)N2CCOCC2)c1,2,-0.2,-7,-6,1,100,0.9,-16,5,-1.1,0.9
CN(C)S(=O)(=O)c1ccc(NC(=O)CCNC(=O)c2ccco2)cc1,8,5.4,-1,-15,17,111,1.4,-1,13,-2.5,7.2
COc1ccc(C(=O)CSc2nnc3ccccn23)cc1OC,-1,3.2,37,·,-1,107,3.8,-12,2,-0.4,2.2
Cc1c(Cl)cccc1NC(=O)CNC(=O)c1ccc2c(c1)OCCO2,4,0.0,-10,22,12,·,2.8,-9,2,-0.6,1.2
CC(C)NCC(O)COc1c(F)cc(Br)cc1F (stereo not given),2,3.2,7,2,56,109,2.3,-4,-13,2.9,-0.2
c1ccc2c(c1)CC1(CCCCC1)n1nnnc1-2,1,3.7,-12,-7,-12,102,-1.6,2,6,-1.0,-0.1
CCC1Sc2ccc(S(=O)(=O)N3CCN(c4ccccc4)CC3)cc2NC1=O (stereo not given),6,5.7,-8,26,-4,110,-0.9,-6,-24,4.8,2.6
COc1ccccc1-c1c(C(F)(F)F)oc2c(CN(C)C)c(O)ccc2c1=O,-5,5.8,20,-6,0,101,2.4,-13,2,-0.5,2.8
CCN(CC)C(=O)[C@H]1CC(CC(=O)NCCCN(C)C)C(=O)N2CCc3c([nH]c4ccc(OC)cc34)[C@]12C (stereo not given in full),1,-0.1,-5,·,7,97,-3.2,0,14,-2.8,2.3
Cc1cc(NC(=O)C(C)Sc2nnc(NCc3ccco3)s2)no1 (stereo not given),-5,-0.3,-1,-6,-14,109,-0.7,5,5,-1.3,1.4
CCOC(=O)N1CCC(NC(=O)c2cc(C)c3c(C)nn(-c4ccccc4)c3n2)CC1,0,1.4,-19,-19,-4,105,1.7,-6,5,-0.9,4.0
Cc1nc(C)c(C(=O)NCCC(c2ccccc2)c2ccccc2)o1,5,0.6,-14,·,20,101,0.6,-10,10,-2.1,0.9
Cn1cc(S(=O)(=O)Nc2ccc(F)cc2F)c(=O)n(C)c1=O,1,1.5,4,0,-25,84,-0.1,0,3,-0.6,3.7
COc1ccc(OCCN2CCN(C(=O)c3ccc(OC)cc3)CC2)cc1,12,-0.3,-33,1,3,98,0.8,2,13,-2.4,0.9
Cc1cc(Cl)c(S(=O)(=O)Nc2ccc(Cl)cn2)cc1OCC(N)=O,2,0.0,-8,1,18,95,-2.0,-5,-6,1.1,0.5
CCOC(=O)c1c(NS(=O)(=O)c2cccc(OC)c2)sc2c1CCC2,4,-3.8,5,6,-34,105,-3.6,-4,4,-0.8,3.3
CCc1nnc(NC(=O)CCC(=O)N2CCN(c3ccccn3)CC2)s1,-1,-1.5,-3,-7,1,99,-2.3,-2,12,-2.4,2.8
O=C(Cc1ccc(Cl)cc1)NCC(=O)N1CCN(Cc2ccccc2)CC1,0,-0.3,2,-3,20,111,-1.4,-4,10,-3.0,1.6
O=C(NN=C1CCCCC1)c1cc(-c2ccccc2)n[nH]1,3,3.8,-13,-6,16,104,0.2,-12,11,-2.4,5.9
Cc1ccc(S(=O)(=O)N2CCN(C(=O)CC(C)(C)C)CC2)cc1,4,1.2,-14,-8,7,90,0.9,1,6,-1.3,4.1
COC(=O)C1=C(c2ccc(OC)cc2)OC(=O)C1(C)C,10,2.1,-2,-21,10,99,-2.4,3,-4,0.7,1.1
O=C(C1=C(O)C(=O)N(CCN2CCOCC2)C1c1cccc(Br)c1)c1cc2ccccc2o1 (stereo not given),-2,2.9,6,102,6,107,1.3,-11,17,-3.4,-0.2
C[C@H]1COC(=O)[C@H](Cc2ccc(F)cc2)C/C=C\C[C@@H](CC(=O)NCCO)C(=O)N1,0,3.2,13,-5,16,108,0.6,-18,8,-1.4,3.0
COc1cc(NC2c3ccccc3C(=O)N2c2ccc(C)cn2)cc(OC)c1OC (stereo not given),5,-0.8,-9,-8,27,100,-2.7,-8,0,-0.1,4.2
Cn1c(CCC(=O)Nc2ccc(N3CCOCC3)cc2)nc(=O)c2ccccc21,4,-1.0,-11,3,1,·,0.1,-18,10,-1.7,1.3
O=C(COC(=O)CNC(=O)c1cccs1)Nc1ccccc1C(F)(F)F,3,0.2,-2,-21,16,107,0.0,-3,18,-3.6,0.1
CNCc1sccc1C,-2,0.6,5,·,-1,·,1.8,2,-2,0.5,2.7
Cc1cc(C)n(CC2CC(=O)N(c3ccc(F)c(Cl)c3)C2=O)n1 (stereo not given),-3,1.6,28,-8,-2,·,0.8,-9,16,-2.7,3.8
O=C(COc1ccc2ccccc2c1)NC1CC1,0,1.2,16,-3,-5,·,-1.8,5,8,-1.3,0.6
CCOc1ccc(S(=O)(=O)N2CCN(Cc3ccccc3)CC2)c2cccnc12,0,0.3,-13,6,-2,106,1.4,-10,-12,2.1,4.1
CCOc1ccc2cc(/C=C/C(=O)c3ccco3)c(Cl)nc2c1,-1,3.1,-2,·,·,108,0.3,-3,4,-0.8,1.2
C[C@@H]1CN([C@H](C)CO)C(=O)c2cc(NC(=O)C3CCCCC3)ccc2O[C@@H]1CN(C)Cc1ccc(C(F)(F)F)cc1,1,-0.2,-15,-1,33,100,-1.7,-6,-21,3.7,1.4
COc1ccc(C(=O)N/N=C\c2ccoc2)cc1,-1,-0.2,2,-12,-7,109,1.1,3,11,-2.6,-0.4
CN1CCc2c(sc3nc(NCCO)n(-c4cccc(Cl)c4)c(=O)c23)C1,0,-0.1,1,-9,10,99,-1.1,0,8,-1.4,-1.3
Cc1ccc(NC(=O)CCNS(=O)(=O)c2cccs2)cc1F,0,5.1,-1,-17,-6,116,2.1,-10,-6,0.7,3.6
COc1ccc(C(=O)CCN2CCCCCC2)cc1,2,1.0,2,-9,·,103,0.6,13,4,-0.7,-0.6
CCOC(=O)N1CCN(CC(=O)N2c3ccccc3CCc3ccccc32)CC1,3,-0.2,16,40,-2,92,-0.6,-13,4,-0.7,-0.6
COc1ccc(CC(=O)Nc2cc(C)on2)cc1,0,-2.6,-19,17,-12,100,-0.3,1,15,-2.5,1.1
